cardiac RTF act – increases calcium sensitivity of human cardiac regulated thin filaments | IANBD-labeled TnC RTF fluorescence at EC20 calcium; 0% EC20 calcium, 100% full calcium | AID 493008 | activation, % at 7.2 µM | P19429+P45379 | hit rate 0.24% among 340,000;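 active = activation above the mean over all tested compounds plus 3 SD, cut at about 30% in these data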;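 note: rise in fluorescence read as greater calcium sensitivity of cardiac thin filaments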
CAL PDZ FP-1 – CAL PDZ (human) peptide binding inhibition; purified CAL PDZ, TMR-peptide fluorescence polarization, 1 h; hit rate 0.92% among 300,000; inhibition, % at 24.9 µM; AID 602252; Q9HD26;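 active = mean inhibition of at least 30% with at least half of replicates also reaching 30%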;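 note: 0% = DMSO neutral control and 100% = excess unlabeled competitor peptide PRC23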
LANA DNA inh – blocks KSHV LANA C-terminal domain binding to DNA; MBP-C-LANA/FAM-LBS DNA binding, fluorescence polarization; inhibition, % at 9 µM; hit rate 0.078% among 340,000; AID 504423;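 active = highest replicate inhibition at or above 60% at 9 µM, even if other replicates fall short; inactive = all replicates below 60% inhibition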;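 note: 0% = neutral control wells and 100% = 4 µM acridine orange control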
Rtt109 HAT inh – blocks Candida albicans Rtt109/Vps75 acetyltransferase activity | Q5AAJ8 | hit rate 0.16% among 330,000 | inhibition, % at 34.9 µM | purified Rtt109/Vps75, ThioGlo CoA-SH fluorescence, 4 h;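 active = inhibition of at least 50% in every replicate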
CAL PDZ FP-2 – inhibitors of human CAL PDZ peptide binding | purified CAL PDZ, TMR-peptide fluorescence polarization, 1 h | inhibition, % at 20 µM | AID 504414 | hit rate 0.02% among 330,000;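 active = highest replicate inhibition of at least 40%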;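 note: plate controls were DMSO neutral control wells for no effect and unlabeled competitor peptide control wells for full effect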
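Assay system – tagged CAL PDZ protein CerCALP, purified · Timing – 1 h at RT · Compound – single point, 20 µM · Measured by – fluorescence polarization from S- and P-plane intensities, G-factor corrected · Evaluation – inhibition from polarization loss · Probe or stimulus – TMR reporter peptide T*-PRC34 · Buffer or medium – pH 7.4 phosphate-saline buffer, reducing agent, detergent, IgG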
PKA-R2B activ – activates the human PKA-R2B holoenzyme complex | P22694+P31323 | PKA-R2B holoenzyme dissociation, Cy5-IP20 fluorescence polarization; R2B truncated from residue 108, S112A mutant; 0% DMSO only, 100% 113 µM cGMP | activation, % at 11.4 µM | hit rate 0.079% among 340,000 | AID 504700;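 active = activation above a cutoff set at the mean over all compounds plus 3 SD, cut at about 18% in these data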;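 note: higher means more holoenzyme dissociation and a rise in polarization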
Target sequence (P31323 whole entry, looked up, other chains not shown, the tested form may be a part): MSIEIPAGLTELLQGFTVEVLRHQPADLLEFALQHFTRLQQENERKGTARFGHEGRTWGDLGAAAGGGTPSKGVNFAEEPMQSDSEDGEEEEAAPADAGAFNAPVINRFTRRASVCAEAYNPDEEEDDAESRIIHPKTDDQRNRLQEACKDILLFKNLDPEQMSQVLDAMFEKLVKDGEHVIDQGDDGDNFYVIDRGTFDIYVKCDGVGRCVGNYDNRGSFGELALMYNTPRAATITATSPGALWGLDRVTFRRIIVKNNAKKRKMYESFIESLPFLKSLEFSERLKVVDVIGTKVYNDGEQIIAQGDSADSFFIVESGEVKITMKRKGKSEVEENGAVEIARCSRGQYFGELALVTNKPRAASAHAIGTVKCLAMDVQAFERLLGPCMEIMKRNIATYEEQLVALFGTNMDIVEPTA
Keap1-Nrf2 PPI – disrupts human Keap1 binding to Nrf2 peptide. Q14145. Keap1 Kelch-Nrf2 peptide fluorescence polarization, 1536-well. inhibition, % at 9.4 µM. hit rate 0.15% among 340,000. AID 504523; in the data active = inhibition above about 12%;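 note: human Keap1 Kelch domain with fluorescein labeled Nrf2 9mer peptide probe; 0% = neutral control wells and 100% = peptide positive control; higher means more block of Keap1 binding to Nrf2 peptide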
DAGLB inh – blocks human DAGLB lipase activity; Q8NCG7; AID 504411; inhibition, % at 5.17 µM; HEK293T DAGLB membrane lysate, EnzChek fluorogenic substrate; hit rate 0.059% among 340,000; in the data active = inhibition above about 34%;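 note: 0% = enzyme with vehicle and 100% = wells lacking enzyme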
Target sequence (Q8NCG7 whole entry, looked up): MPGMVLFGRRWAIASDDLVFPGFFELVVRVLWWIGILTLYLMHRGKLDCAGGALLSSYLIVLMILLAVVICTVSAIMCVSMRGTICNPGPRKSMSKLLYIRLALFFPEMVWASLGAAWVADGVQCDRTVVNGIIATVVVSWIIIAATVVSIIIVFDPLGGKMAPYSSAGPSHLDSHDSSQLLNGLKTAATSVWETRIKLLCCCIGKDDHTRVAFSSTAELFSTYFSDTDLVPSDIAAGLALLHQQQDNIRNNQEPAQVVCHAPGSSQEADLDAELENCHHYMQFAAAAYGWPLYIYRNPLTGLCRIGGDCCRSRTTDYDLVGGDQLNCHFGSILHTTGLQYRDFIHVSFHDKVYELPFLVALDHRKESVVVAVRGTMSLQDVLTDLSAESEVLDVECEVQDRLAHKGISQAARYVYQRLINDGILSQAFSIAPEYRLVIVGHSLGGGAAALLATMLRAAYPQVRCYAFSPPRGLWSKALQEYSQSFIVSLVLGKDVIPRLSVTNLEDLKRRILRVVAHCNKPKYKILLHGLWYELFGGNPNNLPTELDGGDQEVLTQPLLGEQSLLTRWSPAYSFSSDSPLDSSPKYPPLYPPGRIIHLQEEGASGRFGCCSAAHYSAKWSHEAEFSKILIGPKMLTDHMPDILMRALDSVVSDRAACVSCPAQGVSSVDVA
SR-BI DiI-HDL act – activators of SR-BI mediated HDL lipid uptake; activation, % at 12.5 µM; CHO ldlA[mSR-BI] cells, DiI-HDL uptake fluorescence, 3 h; 100 = double the neutral-control signal; hit rate 0.096% among 320,000;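 active = mean replicate activation of at least 60% and every replicate at or above 60%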;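 note: 0% = median plate neutral-control signal and 100% = twice that signal; values of inactives mirror those of a sister screen read the other way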
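Material – SR-BI-overexpressing, LDLR-lacking CHO cells · Medium – BSA-supplemented, HEPES-buffered Ham's F12, pH 7.4 · Doses – single concentration · Times – compound with DiI-HDL co-incubation, 3 h at 37 °C · Measured by – bottom-read fluorescence, 550/595 nm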
RTF Ca sens inh – cardiac RTF calcium desensitization. P19429+P45379. IANBD-labeled cardiac RTF, Ca2+ fluorescence. inhibition, % at 7.15 µM. hit rate 0.12% among 340,000. AID 493244;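 active = inhibition above the mean inhibition of all tested compounds plus 3 SD, cut at about 17% in these data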;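 note: assay run at fixed EC70 calcium of 1.6 mM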
* marks the source's active call; other numbers are inactive results; · = not tested or not shown.

Every second line gives: cardiac RTF act | CAL PDZ FP-1 | LANA DNA inh | Rtt109 HAT inh | CAL PDZ FP-2 | PKA-R2B activ | Keap1-Nrf2 PPI | DAGLB inh | SR-BI DiI-HDL act | RTF Ca sens inh
Cc1cc(F)ccc1S(=O)(=O)Nc1nc2ccccc2nc1Cl
→ 5.7 | -3.1 | 0.1 | 4.9 | 0.8 | 2.9 | -4.4 | 2.9 | · | -1.3
NCc1ccccc1
→ 3.2 | 0.3 | 0.4 | -0.5 | -0.6 | -7.5 | 3.2 | -0.5 | 3.7 | 11.6
Nc1ccc2oc3ccccc3c2c1
→ -5.8 | -3.3 | -1.2 | 12.2 | 0.5 | -4.6 | -1.1 | -1.8 | 3.4 | 10.4
Cc1c(C(=O)Nc2cccnc2Cl)oc2ccccc12
→ -1.8 | 0.5 | -0.9 | -1.7 | -2.6 | -0.9 | 0.3 | -5.8 | · | -27.2
C[C@]12CCC3C(CC=C4C[C@@H](O)CC[C@@]43C)C1CCC2[C@]1(C)CCC(=O)O1 (stereo partly specified)
→ -5.3 | 0.2 | -0.1 | 6.1 | -0.7 | -6.2 | -1.2 | -2.0 | 46.6 | -30.7
CC(=O)c1cc(C(c2csc(C(C)=O)c2)c2csc(C(C)=O)c2)cs1
→ -3.3 | 2.5 | -0.7 | 2.2 | 0.6 | 3.5 | 1.8 | -0.2 | 15.2 | 4.9
COc1ccc(CC(=O)Nc2ccc(S(=O)(=O)N3CCCCC3)cc2)cc1OC
→ -2.8 | -8.0 | -0.2 | 22.5 | -1.5 | 2.1 | -2.3 | -1.2 | -6.5 | -6.3
O=C(Cn1ncc2c(=O)oc3ccccc3c21)N1CCN(C(=O)c2ccco2)CC1
→ -5.3 | -0.2 | 0.3 | · | -2.3 | -6.8 | 2.6 | 0.4 | 33.4 | -0.8
COC(=O)Nc1ccc(S(=O)(=O)N2CCCCC2)cc1
→ -4.1 | -0.9 | 1.9 | · | -1.6 | -4.2 | -6.0 | 2.1 | -6.3 | 2.0
COc1ccc(S(=O)(=O)NNC(=O)Cc2csc(C)n2)cc1[N+](=O)[O-]
→ -2.1 | -2.8 | 2.2 | 8.0 | -2.9 | -7.5 | -1.0 | -0.2 | 3.4 | -8.2
COc1ccc(N2CCN(S(=O)(=O)CCNC(=O)C3CC3)CC2)cc1
→ -7.2 | · | 1.2 | 0.8 | -1.2 | -14.6 | -2.3 | 0.4 | -2.3 | -21.0
CC1CCC(=NNS(=O)(=O)c2ccc([N+](=O)[O-])cc2)CC1 (stereo unspecified)
→ -2.3 | -5.5 | -1.2 | -9.2 | 0.3 | -21.3 | -0.6 | -0.8 | -30.0 | -3.9
O=C(Nc1ccccc1Cl)Oc1ccc(Cl)cc1Cl
→ -5.5 | -8.5 | 5.0 | -0.2 | -0.9 | 0.9 | -2.2 | -4.2 | 9.3 | 0.8
S=C(NCc1ccccc1)NCc1ccccc1
→ 4.7 | -0.9 | 0.7 | · | -2.9 | -3.6 | 0.9 | -2.5 | -12.5 | -4.8
CC(C)NC(=O)c1onc(CSc2ccc(F)cc2)c1C(=O)O
→ -1.0 | 1.3 | 0.1 | -15.9 | -0.6 | -8.6 | -4.3 | -0.8 | 5.5 | -3.7
Cc1ccc(S(=O)(=O)N(C)C)cc1NC(=S)NNC(=O)C(N)=O
→ · | -1.0 | -0.2 | -2.5 | 0.0 | · | -2.3 | · | 22.0 | ·
N/C(=N\c1nc(CSc2ccccn2)cc(=O)[nH]1)Nc1ccc(Cl)cc1Cl
→ -1.5 | 78.3* | 2.6 | -7.9 | 0.0 | -4.3 | -0.7 | -2.6 | -23.2 | -2.8
O=C(COC(=O)c1cccc(F)c1)NCCC1=CCCCC1
→ 4.4 | -5.8 | 3.2 | -2.7 | 0.3 | 8.1 | -2.3 | -5.7 | -6.4 | 3.3
Cc1cc2c(nn1)CCc1nonc1-2
→ -5.5 | · | 0.2 | -22.8 | -1.3 | 12.8 | -2.2 | -3.8 | 27.7 | -5.8
O=C(O)C1C(=O)NCC1c1ccccc1 (stereo unspecified)
→ -1.8 | 2.2 | 0.5 | -1.0 | -0.1 | -5.7 | -2.4 | 0.9 | 21.8 | -1.9

Next section (2 carried over from the part before).
Every second line gives: cardiac RTF act | CAL PDZ FP-1 | LANA DNA inh | Rtt109 HAT inh | CAL PDZ FP-2 | PKA-R2B activ | Keap1-Nrf2 PPI | DAGLB inh | SR-BI DiI-HDL act | RTF Ca sens inh
Cc1cc2c(nn1)CCc1nonc1-2
→ -5.5 | · | 0.2 | -22.8 | -1.3 | 12.8 | -2.2 | -3.8 | 27.7 | -5.8
O=C(O)C1C(=O)NCC1c1ccccc1 (stereo unspecified)
→ -1.8 | 2.2 | 0.5 | -1.0 | -0.1 | -5.7 | -2.4 | 0.9 | 21.8 | -1.9
CCOC(=O)N1CCN(C(=O)COC(=O)C2CCN(S(=O)(=O)c3ccc(C)c(C)c3)CC2)CC1
→ -5.2 | 3.3 | 0.8 | 11.9 | -0.2 | 14.3 | 0.6 | 2.3 | 4.4 | 8.1
COc1ccc(-c2csc(NC(=O)Cc3ccccc3F)n2)c(OC)c1
→ -1.9 | -1.4 | -0.7 | 3.4 | -0.9 | -1.9 | 1.2 | -4.1 | -50.1 | 12.2
COc1ccc(/C=C2\SC(=S)N(CCC(=O)NC3CCCC3)C2=O)cc1OC
→ 5.6 | 0.8 | 2.9 | 1.6 | -1.3 | -0.2 | -3.3 | 1.1 | · | 4.6
Cc1cccc(C)c1NC(=O)N1C(C(=O)O)CSC1C(=O)O (stereo unspecified)
→ -5.2 | 0.7 | -0.3 | -12.9 | 0.6 | -4.6 | -0.6 | 0.7 | 4.2 | 2.1
COc1cc(NC(=O)c2ccccc2)c(OC)cc1NC(=O)Cc1ccc(F)cc1
→ 1.2 | · | 0.7 | -3.0 | -0.1 | 2.4 | 3.5 | 2.1 | -47.2 | -12.2
Cc1ccc2c(c1)NC(=O)[C@@]1(C)[C@@H](c3ccccc3)[C@H]3COc4ccccc4[C@@H]3N1C2=O
→ 0.4 | -1.4 | 0.6 | 2.8 | 0.2 | -2.1 | -4.6 | 1.4 | 6.0 | 4.4
Cc1cc(NS(=O)(=O)c2ccc(NC(=O)c3ccc(F)cc3)cc2)nc(C)n1
→ -4.0 | · | -0.9 | -0.8 | -0.1 | -1.4 | 0.4 | -4.4 | 3.7 | -2.8
CCN(CC)S(=O)(=O)c1ccc2oc(C(=O)NC3CCCc4ccccc43)c(C)c2c1 (stereo unspecified)
→ 3.9 | -2.3 | -1.4 | 2.9 | -1.1 | -1.8 | -5.1 | -9.7 | -37.9 | -6.5
O=C(Nc1ccc(F)c(F)c1)c1cc(S(=O)(=O)N2CCN(c3ccccn3)CC2)ccc1F
→ -0.4 | -1.3 | 1.4 | 0.1 | 0.4 | -18.4 | -3.4 | -4.5 | -9.5 | -3.8
O=C(CSC(=S)N1CCCC1)N1CCN(S(=O)(=O)c2cccc([N+](=O)[O-])c2)CC1
→ -7.7 | 1.8 | 0.3 | 18.7 | -2.0 | -10.3 | -2.7 | -1.4 | 32.1 | -7.2
CC(C)(C)c1ccc(C(=O)Nc2ccc(Oc3cccnc3)nc2)cc1
→ · | · | -1.5 | 13.9 | -2.9 | · | -0.7 | · | -15.1 | ·
COc1ccc(-c2nc3ccccc3s2)cc1NC(C)=O
→ 5.9 | -0.4 | -6.1 | 6.9 | 3.0 | 1.4 | -2.1 | -2.7 | -12.4 | -7.6
COc1ccccc1-c1ccc(/C=C2/C=C(C)OC2=O)o1
→ 8.6 | -7.1 | 2.0 | -8.5 | 0.1 | 0.0 | -4.2 | -1.4 | -0.7 | -9.7
Cc1ccccc1NC(=O)C(C)SCc1ccccc1 (stereo unspecified)
→ 1.1 | 0.4 | -1.7 | 2.8 | -0.8 | -0.5 | -4.3 | -2.8 | · | -6.6
O=C(N/N=C(\c1ccccc1)c1cccnc1)c1ccc(O)cc1
→ -3.8 | -2.7 | -1.8 | 4.0 | -2.1 | -7.1 | -3.8 | -1.5 | 2.3 | 1.4
CCN1CCN(c2ccc(S(=O)(=O)N(CC)CC)cc2[N+](=O)[O-])CC1
→ 3.6 | 0.1 | 1.3 | -7.9 | -2.3 | -6.3 | 1.1 | 2.1 | 2.5 | 10.2
CC(C)(C)N(Cc1ccccc1)C(=O)c1cc2ccccc2o1
→ 0.7 | -6.6 | -0.2 | -2.6 | -0.6 | -4.2 | 3.9 | -6.5 | 9.2 | -6.5
COc1ccc(Cl)cc1NC(=O)N1CCC(C)CC1
→ 1.0 | 0.8 | -0.3 | · | -3.0 | 1.7 | 3.0 | -6.2 | -38.8 | -8.2
Cn1ccnc1C1CCCCN1Cc1nc(-c2ccc3c(c2)OCO3)no1 (stereo unspecified)
→ 1.6 | 0.4 | 0.4 | -7.9 | -0.4 | 1.0 | -8.1 | -1.3 | 19.9 | -1.0
CC1CC(C)CN(C(=O)c2ccc(-c3ccc([N+](=O)[O-])cc3)o2)C1 (stereo unspecified)
→ 6.2 | -2.9 | 0.2 | 10.4 | -0.8 | 0.8 | -2.1 | -2.2 | -24.3 | 8.3
Cc1ccc(NC(=O)Cn2nnc(C(=O)Nc3ccc(F)c(Cl)c3)c2N)cc1
→ -7.0 | · | 7.3 | -2.9 | 0.7 | -6.1 | 2.3 | -2.5 | 9.0 | -8.1
CCSc1nc2cc(C(=O)OC)ccc2c(=O)n1CC
→ 0.5 | -2.2 | 0.3 | 12.6 | 0.0 | -1.2 | -2.6 | -13.5 | -7.0 | -2.5
COc1ccccc1-c1nnc(NC(=O)OCC(C)C)s1
→ -2.3 | -0.8 | -2.6 | -13.8 | 0.1 | 1.9 | -2.4 | -2.2 | -7.7 | -1.5
CN(C)c1ccc(C=NCC2(O)CCOC(C)(C)C2)cc1 (stereo unspecified)
→ -3.3 | 5.4 | -0.5 | 9.6 | -2.0 | 8.5 | -2.9 | 0.2 | 14.2 | -7.9
CCOC(=O)CN1C(=N)N(c2nc(NC(C)C)nc(OC)n2)CC1=O
→ 13.4 | · | 0.1 | 1.2 | -0.3 | 12.8 | -4.0 | -0.6 | 19.7 | -13.2
Cn1nnnc1SCC(=O)Nc1cc(S(=O)(=O)N2CCCC2)ccc1Cl
→ 2.4 | -6.9 | 0.3 | · | -0.7 | -1.5 | -2.5 | -0.6 | -29.7 | -4.4
CCC(CC)N1CCN(C(=O)c2cccc(Cl)c2)CC1
→ -0.7 | -2.6 | -2.2 | -3.0 | 0.0 | 9.2 | 3.1 | 0.0 | -0.4 | -5.4
COc1ccc(CC(=O)NC(C)(C)CC(C)=O)cc1OC
→ 1.6 | -6.4 | 2.1 | -6.3 | 0.5 | -5.2 | 2.1 | -0.6 | 19.4 | 5.4

Outcome played no part in choosing rows. About 1.6% of those tested had a hit in this group.
